LYP phosphatase = PTPN22 lymphoid phosphatase activity blockers – biochemical, fluorescence intensity, uHTS (AID 1779); recombinant LYP phosphatase, fluorescence intensity; higher % means a stronger effect; inhibition, % at 11.5 µM; hits with a dose series show IC50 in µM; actives 0.054% (n = 290,000);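 further: plate controls were vehicle with enzyme for no effect and no enzyme for full effect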
Siah-1 displacement = blockers of Siah-1 interaction with plectin peptide – biochemical, fluorescence polarization, rhodamine-plectin, uHTS, primary screen (AID 1817). actives 0.02% (n = 290,000). Siah-1 / rhodamine-plectin peptide fluorescence polarization; higher % means a stronger effect. one-dose displacement, % at 20 µM; IC50 in µM for titrated hits;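 active means displacement of at least 50% at 20 µM, with a fluorescence ratio check between 0.3 and a set limit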;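 further: plate controls were Siah plus tracer with DMSO for no effect and tracer alone without Siah for full effect; strong numbers were not always called active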
PMI inhibitors = MPI enzyme activity inhibition – biochemical, fluorescence intensity, coupled assay, primary screen (AID 1209); actives 0.42% (n = 190,000); inhibition, % at 20 µM; hits with a dose series show IC50 in µM; purified PMI enzyme, coupled fluorescence intensity; higher % means a stronger effect;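 further: plate controls were DMSO vehicle for no effect and wells lacking substrate for full effect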
M17LAP inhibition = P. falciparum M17LAP inhibitors, primary screen, biochemical, fluorogenic H-Leu-NHMec substrate, 1536-well (AID 1619); recombinant M17LAP, H-Leu-NHMec fluorogenic kinetic assay; higher % means a stronger effect; one-dose inhibition, % at 30 µM; IC50 in µM for titrated hits; actives 0.38% (n = 220,000);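 active means compound inhibiting the enzyme by more than half at any dose during confirmatory dose-response retesting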;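 further: plate controls were full reaction with DMSO carrier for no effect and no enzyme background for full effect; strong numbers were not always called active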
XIAP displacement = small molecules displacing peptide from XIAP – biochemical, IAP family, fluorescence polarization (AID 1018) | one-dose displacement, % at 20 µM; IC50 in µM for titrated hits | actives 0.007% (n = 200,000) | XIAP BIR domain, fluorescence polarization peptide displacement; higher % means a stronger effect; in the data active means displacement above about 50%; further: a part of the inactive calls stands beside numbers as strong as those of hits
M1AAP inhibition = malaria alanyl aminopeptidase activity blockers – biochemical, fluorogenic H-Leu-NHMec substrate, 1536-well (AID 1445); recombinant M1AAP, H-Leu-NHMec fluorogenic kinetic assay; higher % means a stronger effect; inhibition, % at 30 µM, or IC50 in µM where a hit was titrated; actives 0.42% (n = 220,000);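 active means primary inhibition above the hit cutoff, then over 50% inhibition at one or more dose response concentrations, cut at about 23% in these data, passing the limit was not always enough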;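 further: plate controls were DMSO full reaction for no effect and no enzyme background for full effect; strong numbers were not always called active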
Dynein cargo inh = dynein cargo transport inhibition. 3617.4 mouse cells, GR-EGFP nuclear translocation imaging; test concentration mostly 20 µM; stimulated with dexamethasone, 1 µM; active compounds read low. z-score, hits read low. actives 0.47% (n = 220,000);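 active means plate z-score of nuclear minus cytoplasmic receptor signal below a set negative limit, without overly bright fluorescence or cell loss, cut at about -3.5 in these data, passing the limit was not always enough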;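 further: z-score of nuclear minus cytoplasmic ring GR-EGFP intensity difference per well; some compounds called inactive have numbers as strong as hits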
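Also added – dexamethasone, 1.0 µM final · Buffer or medium – tet-free, stripped-serum medium · Schedule – induction 48 h, compound 1 h, agonist 30 min · Detection – formaldehyde fixation, Hoechst nuclear stain, 10x automated fluorescence imaging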
PMI inhibition = MPI inhibition at elevated mannose 6-phosphate – biochemical, fluorescence intensity, high mannose 6-phosphate, primary screen (AID 1220) | recombinant PMI enzyme, coupled fluorescence intensity; higher % means a stronger effect | inhibition, % at 20 µM; hits with a dose series show IC50 in µM | actives 0.66% (n = 190,000)
AID2073 = inhibitors of Mint1-CaV2.2 protein interaction, biochemical, HTRF (AID 2073). HTRF protein-protein interaction, Mint1-CaV2.2; higher % means a stronger effect. one-dose inhibition, % at 20 µM; IC50 in µM for titrated hits. actives 0.19% (n = 290,000); in the data active means inhibition mostly above about 51%, no sharp cut-off; further: some results filed as inactive read as strong as hits
Dynein cargo inh cytoplasmic EGFP = further read-out of Dynein cargo inh, marked with its call; z-score; measured here: cytoplasmic GR-EGFP intensity; active compounds read high
Dynein cargo inh nuclear GR-EGFP = recorded beside Dynein cargo inh, whose call it bears; z-score; measured here: nuclear GR-EGFP intensity;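 lower value marks the stronger effect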
Dynein cargo inh cell count = further read-out of Dynein cargo inh, marked with its call; z-score; measured here: cell count per field
* = called active by the depositor; . = no result given. Unless noted, no stated cut-off is given here; in the data, active means inhibition above about 50%; inactive means the rest.

Order of values: LYP phosphatase, Siah-1 displacement, PMI inhibitors, M17LAP inhibition, XIAP displacement, M1AAP inhibition, Dynein cargo inh, Dynein cargo inh cytoplasmic EGFP, Dynein cargo inh nuclear GR-EGFP, Dynein cargo inh cell count, PMI inhibition, AID2073
1: O=C(O)CCC(=O)Nc1nc2nc(-c3ccccc3)cc(-c3ccccc3)n2n1
    1.8%, 1.0%, 24.5%, -29.9%, -3.3%, 8.6%, 1.44, -0.164, 0.516, -2.41, 32.3%, 18.5%
2: CSc1nc(Cl)c(Cc2ccc(OCC(C)C)cc2)c(N2CCOCC2)n1
    0.0%, -0.8%, 7.1%, -12.1%, -4.0%, -1.0%, 0.218, -0.219, 0.261, -0.334, 9.4%, -1.5%
3: COC(=O)CN(C(=S)Nc1ccc(F)cc1)C1CC(=O)N(c2ccccc2)C1=O (stereo unspecified)
    -4.0%, 2.7%, 4.3%, 7.1%, -10.6%, 0.5%, -0.349, -0.12, -0.107, 0.404, 0.5%, 10.4%
4: COc1ccc(NC(=S)Nc2cc(C)cc(C)n2)cc1OC
    4.2%, -5.4%, 3.2%, 0.8%, -3.1%, 13.7%, 0.266, -0.218, 0.283, -0.0118, 1.4%, 3.3%
5: CCOC(=O)C1CCN(Cc2nc3ccc([N+](=O)[O-])cc3c(=O)n2-c2ccc(OC)cc2OC)CC1
    0.4%, -0.5%, 9.9%, 6.5%, -5.5%, 8.1%, -1.61, -0.263, -0.357, -0.356, 21.9%, 9.9%
6: COc1cccc(C(=O)N2C(C(=O)O)CSC2c2ccccc2Cl)c1 (stereo unspecified)
    -7.0%, -4.3%, -15.8%, -3.5%, -4.9%, 10.6%, 0.382, 0.118, -0.0222, -0.929, -12.1%, 2.4%
7: COc1ccc(-c2n[nH]c(C)c2-c2cnn(-c3ccccc3)c2)c(O)c1
    -5.7%, 0.6%, 16.5%, 11.1%, -4.1%, 5.3%, 0.491, -0.281, 0.32, 0.0907, 7.9%, 4.8%
8: COc1cc2c(cc1OC)C(c1ccsc1)CC(=O)N2 (stereo unspecified)
    -0.6%, -5.4%, 3.3%, -6.8%, -3.2%, -8.0%, 1.07, -0.165, 0.769, -1.31, -0.4%, 19.7%
9: CCOC(=O)c1ccc([N+](=O)[O-])cc1NC(C)=O
    -8.0%, -1.4%, -5.9%, -3.3%, -3.0%, 4.0%, 2.03, 0.0213, 1.08, -1.41, -2.8%, -2.6%
10: S=C(Nc1ccccc1)Nc1ccccc1Br
    4.3%, 1.5%, ., 0.5%, ., 2.3%, -0.422, -0.213, -0.218, 0.712, ., -18.7%
11: Cc1nnc(SCC(=O)NNC(=O)COc2ccc(Cl)cc2)s1
    -5.3%, 4.2%, -7.6%, 1.7%, -3.8%, 12.1%, 0.0355, -0.233, -0.553, 0.733, 2.3%, -0.8%
12: COc1ccc(CCNC(=O)CSc2cc(=O)[nH]c(N)n2)cc1OC
    -4.9%, 3.6%, -2.9%, -1.4%, -2.2%, 10.4%, -0.521, -0.184, -0.00725, -0.154, 7.7%, -3.7%
13: CCCNc1nc(C)cc(-c2cc(-c3ccc(Cl)cc3)on2)n1
    -3.9%, 12.2%, ., 11.5%, ., 4.5%, -1.46, -0.801, -0.529, 0.641, ., 6.6%
14: CN(N)c1ccc2c(C(F)(F)F)cc(C(F)(F)F)nc2n1
    -2.3%, 3.9%, -12.4%, 0.7%, -1.7%, 2.3%, -0.419, -0.339, 0.0852, 0.456, -11.3%, 18.8%
15: O=C(O)Cc1ccc(NC(=S)Nc2cccc(Cl)c2Cl)cc1
    -1.5%, -0.8%, -3.1%, 30.2%, -6.4%, 1.5%, -0.723, -0.23, -0.201, 0.557, -0.8%, -19.7%
16: Cc1c(NC(=O)/C=C/C(=O)O)cccc1[N+](=O)[O-]
    -3.4%, 1.5%, -2.4%, 16.2%, -2.7%, -1.8%, -0.662, 0.0687, -0.0284, 0.852, -5.7%, -6.1%
17: Cc1ccc(S(=O)(=O)CCSc2n[nH]c(=O)n2-c2ccccc2)cc1
    -2.5%, 1.3%, ., -1.6%, ., 1.0%, -0.457, -0.13, -0.261, -0.571, ., -3.0%
18: CCN(CC)CCC(c1cc(OC)c(OC)c(OC)c1)c1c(OC)cc(OC)c2c(-c3ccccc3)cc(=O)oc12 (stereo unspecified)
    -4.3%, -2.4%, ., 3.1%, ., -2.5%, -2.65, 1.34, -0.915, -3.64, ., -5.1%
19: CCOC(=O)COc1nc(C)c(Br)c(OC)n1
    -2.8%, -0.9%, -12.7%, 3.2%, -3.4%, 8.3%, -0.698, -0.297, -0.216, -0.00228, 0.9%, -1.2%
20: COc1nc(-c2ccccc2Cl)ccc1C#N
    4.5%, 7.7%, 5.9%, -0.3%, -5.0%, 1.0%, 0.419, -0.213, -0.096, -0.461, 3.8%, -5.0%
21: CCOc1ccc(C2c3c(oc4ccccc4c3=O)C(=O)N2CCCN2CCOCC2)cc1 (stereo unspecified)
    -0.6%, 0.2%, 15.4%, 12.8%, -13.6%, 2.5%, 0.00409, 0.0943, -0.0972, 0.233, 5.4%, 2.0%
22: COC(=O)c1sccc1N/N=C/c1cccc(Oc2ccccc2)c1
    -0.1%, 5.9%, 9.6%, 2.2%, -0.4%, 3.8%, -0.696, -0.316, -0.665, 0.911, 0.5%, 22.1%
23: N#CC1=C(N)NC(SCC(=O)c2ccc(Cl)cc2)=C(C#N)C12CCCC2
    0.3%, 3.0%, -21.6%, 14.0%, -15.3%, 3.0%, 0.509, -0.203, 0.354, 0.235, -47.4%, -27.9%
24: CC1(C)Cc2cccc(OCC(=O)N3CCN(S(=O)(=O)c4ccccc4)CC3)c2O1
    -0.1%, -3.7%, -2.6%, 15.1%, -10.0%, 14.0%, 0.0545, -0.241, 0.167, 0.726, 4.1%, 5.4%
25: Cc1ccccc1NS(=O)(=O)c1ccc(Cl)cc1
    -7.9%, 1.1%, 12.7%, -4.3%, 0.8%, 3.7%, -0.349, -0.349, -0.054, 0.965, 9.5%, -1.1%
26: CC(=O)NCCNC(=O)CCNC(=O)c1ccc(Cl)cc1
    -8.4%, 4.4%, 0.0%, 12.8%, -1.1%, 2.8%, -0.314, -0.278, 0.00946, 1.45, -2.2%, 0.2%
27: O=C(CC1Nc2ccccc2NC1=O)Nc1ccccc1NC(=O)CC1Nc2ccccc2NC1=O (stereo unspecified)
    -4.9%, -5.7%, -11.9%, -0.4%, -0.2%, 6.2%, 0.848, -0.056, 0.687, -0.118, 4.1%, -3.0%
28: COc1ccccc1C1CC(=O)NC(C)=C1C(=O)OCC1CCCO1 (stereo unspecified)
    -6.5%, 0.6%, 4.7%, -1.1%, -1.7%, 2.1%, -0.0707, -0.195, 0.226, -0.0441, 1.2%, 13.4%
29: CCOC(=O)N1CCC(NC(=O)C2CCCCN2S(=O)(=O)c2ccc(F)cc2)CC1 (stereo unspecified)
    -6.7%, -1.9%, -7.3%, 14.5%, -1.5%, 8.4%, 0.0605, -0.249, 0.0358, 0.29, -4.9%, -0.3%
30: C/C(=N\NC(=O)c1c(Br)c(C)nn1C)c1ccc(NC(=O)c2ccoc2C)cc1
    0.0%, -4.4%, 12.0%, 7.3%, -9.0%, -0.9%, 0.572, -0.236, -0.077, -0.435, 7.8%, -4.2%

Looked up by compound from the entries so far (five):
Order of values: LYP phosphatase, Siah-1 displacement, PMI inhibitors, M17LAP inhibition, XIAP displacement, M1AAP inhibition, Dynein cargo inh, Dynein cargo inh cytoplasmic EGFP, Dynein cargo inh nuclear GR-EGFP, Dynein cargo inh cell count, PMI inhibition, AID2073
17: Cc1ccc(S(=O)(=O)CCSc2n[nH]c(=O)n2-c2ccccc2)cc1
    -2.5%, 1.3%, ., -1.6%, ., 1.0%, -0.457, -0.13, -0.261, -0.571, ., -3.0%
7: COc1ccc(-c2n[nH]c(C)c2-c2cnn(-c3ccccc3)c2)c(O)c1
    -5.7%, 0.6%, 16.5%, 11.1%, -4.1%, 5.3%, 0.491, -0.281, 0.32, 0.0907, 7.9%, 4.8%
16: Cc1c(NC(=O)/C=C/C(=O)O)cccc1[N+](=O)[O-]
    -3.4%, 1.5%, -2.4%, 16.2%, -2.7%, -1.8%, -0.662, 0.0687, -0.0284, 0.852, -5.7%, -6.1%
15: O=C(O)Cc1ccc(NC(=S)Nc2cccc(Cl)c2Cl)cc1
    -1.5%, -0.8%, -3.1%, 30.2%, -6.4%, 1.5%, -0.723, -0.23, -0.201, 0.557, -0.8%, -19.7%
29: CCOC(=O)N1CCC(NC(=O)C2CCCCN2S(=O)(=O)c2ccc(F)cc2)CC1 (stereo unspecified)
    -6.7%, -1.9%, -7.3%, 14.5%, -1.5%, 8.4%, 0.0605, -0.249, 0.0358, 0.29, -4.9%, -0.3%

The list continues.
Order of values: LYP phosphatase, Siah-1 displacement, PMI inhibitors, M17LAP inhibition, XIAP displacement, M1AAP inhibition, Dynein cargo inh, Dynein cargo inh cytoplasmic EGFP, Dynein cargo inh nuclear GR-EGFP, Dynein cargo inh cell count, PMI inhibition, AID2073
31: NNc1ccc(Cl)nn1
    -4.1%, -4.8%, ., 6.7%, ., 8.1%, -0.349, -0.288, -0.41, 1.46, ., -15.4%
32: C=C(Cl)COc1ccc2c(CC)cc(=O)oc2c1
    -7.2%, 2.8%, -2.6%, 4.5%, -0.9%, 7.5%, 3.42, -0.065, 1.85, -1.78, 1.0%, -0.1%
33: O=C(Nc1ccc(N2C(=O)C3CCCCC3C2=O)cc1Cl)c1cccs1 (stereo unspecified)
    -6.6%, 5.2%, -0.2%, -2.4%, -2.4%, 5.0%, 0.127, -0.184, -0.0434, 0.605, 7.6%, 29.5%
34: COc1ccc(-c2onc(C)c2-c2cnn(-c3ccccc3)c2)c(O)c1
    -3.9%, 0.3%, 15.2%, -0.2%, -9.4%, 2.6%, -0.187, -0.279, -0.546, -0.9, 17.3%, -0.8%
35: COC(=O)c1cccc(NC(=O)CSc2ncn[nH]2)c1
    -7.9%, 1.6%, 11.2%, 1.1%, 5.1%, 3.1%, -0.288, -0.211, -0.801, -0.304, 2.8%, -6.1%
36: CC(C)c1c(O)nc(SCCN(C)C)[nH]c1=O
    -8.7%, 1.0%, -7.7%, 12.0%, -5.1%, 4.6%, 4, -0.0997, 2.02, -1.93, -10.2%, 10.3%
37: N#Cc1ccsc1NC(=O)COC(=O)c1ccc2ccccc2c1
    -8.6%, 16.0%, -6.7%, -18.3%, -5.8%, -1.9%, 0.874, -0.101, 0.578, 0.125, -4.3%, 2.5%

Rows were taken by chance; about 2.1% have a hit in one of these screens.
